CIT2-GFP yeast – modulators of CIT2-GFP expression in yeast, primary screen, S. cerevisiae, GFP fusion, multiplex flow cytometry, MLPCN library; S. cerevisiae CIT2-GFP strain, 3 h; 100 means same as DMSO wells; 320,000 tested, 0.065% active; GFP response vs DMSO, % at 10 µM;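 active = GFP response relative to DMSO above a set limit, near the screen mean plus 3 SD, cut at about 150% in these data; inconclusive = Fewer than 70 cells measured for a yeast strain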;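 also: ratio of well median GFP fluorescence to mean of DMSO wells on the plate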
VLA-4 inh – inhibition in human VLA-4 binding assay, primary screen, VLA-4 allosteric modulator project, MLPCN library, flow cytometry, VLA-4 expressing cells; Integrin alpha-4 (Homo sapiens), P13612; ligand binding flow cytometry; inhibition, % (about 7 µM as worked out from the volumes in the protocol); 330,000 tested, 0.2% active; AID 2557, 2010; in the data active = inhibition above about 50%
MEP2-GFP yeast – modulators of MEP2-GFP levels in yeast, primary screen, S. cerevisiae, multiplex flow cytometry, MLPCN library; GFP response vs DMSO, % at 10 µM; S. cerevisiae MEP2-GFP strain, 3 h; 100% = DMSO control level; 330,000 tested, 0.51% active; AID 2016, 2009;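 active = GFP response versus DMSO above a set limit, roughly screen mean plus 3 SD, cut at about 180% in these data; inconclusive = fewer than 70 cells counted for a yeast strain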;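 also: median GFP fluorescence of the barcode-gated MEP2-GFP cells per well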
GRK2 inh – compounds blocking aptamer binding on GRK2 – biochemical, human GRK2, bead flow cytometry, HTS, primary screen | inhibition of aptamer binding, % at 10 µM | FAM-aptamer displacement from GRK2 | 330,000 tested, 0.59% active | Beta-adrenergic receptor kinase 1 (Homo sapiens), P25098;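 active = inhibition of aptamer binding above 40%, roughly 3 SD of noise, on plates passing a quality check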;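 also: median bead fluorescence of bound FAM aptamer so fluorescent compounds give negative values; no value below 0 was filed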
Target sequence (P25098 whole entry, looked up): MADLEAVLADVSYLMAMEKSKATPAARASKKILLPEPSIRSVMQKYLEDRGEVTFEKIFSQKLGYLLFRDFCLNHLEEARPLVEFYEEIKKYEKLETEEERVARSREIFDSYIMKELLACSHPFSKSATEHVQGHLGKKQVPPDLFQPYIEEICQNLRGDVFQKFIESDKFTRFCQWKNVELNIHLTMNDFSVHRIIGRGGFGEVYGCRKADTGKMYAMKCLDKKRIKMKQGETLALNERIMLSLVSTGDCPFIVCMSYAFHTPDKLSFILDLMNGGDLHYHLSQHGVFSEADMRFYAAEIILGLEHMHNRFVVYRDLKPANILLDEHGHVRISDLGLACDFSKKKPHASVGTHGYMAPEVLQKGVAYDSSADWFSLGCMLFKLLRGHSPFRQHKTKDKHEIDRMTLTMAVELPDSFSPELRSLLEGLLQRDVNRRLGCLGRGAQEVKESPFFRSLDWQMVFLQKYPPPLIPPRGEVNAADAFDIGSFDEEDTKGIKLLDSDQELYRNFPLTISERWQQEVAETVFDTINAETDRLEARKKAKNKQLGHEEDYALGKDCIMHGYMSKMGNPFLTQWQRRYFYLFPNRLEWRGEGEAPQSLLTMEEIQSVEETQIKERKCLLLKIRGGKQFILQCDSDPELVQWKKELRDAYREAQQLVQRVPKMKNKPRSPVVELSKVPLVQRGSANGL
LAP4-GFP MLPCN – modulators of LAP4-GFP expression in yeast, primary screen, S. cerevisiae, multiplex flow cytometry, MLPCN library | 3 h; median GFP as percent of DMSO wells | GFP response vs DMSO, % at 10 µM | 320,000 tested, 0.34% active;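 active = GFP response vs DMSO above a set limit, about the screen mean plus 3 SD, cut at about 150% in these data; inconclusive = under 70 cell events counted for the yeast strain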
AGP1-GFP MLPCN – modulators of AGP1-GFP expression in yeast TOR pathway, primary screen, cell-based, multiplex flow cytometry, S. cerevisiae, MLPCN library. 320,000 tested, 0.02% active. 3 h; GFP as percent of DMSO wells. GFP response vs DMSO, % at 10 µM. AID 2066, 2009;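 active = GFP response relative to DMSO above a set limit, near screen average plus 3 SD, cut at about 150% in these data; inconclusive = fewer than 70 cells counted for the yeast strain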;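 also: median GFP channel fluorescence of the gated AGP1 strain per well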
RPL19A-GFP yeast – RPL19A-GFP expression modulators in yeast, primary screen, cell-based, S. cerevisiae, multiplex flow cytometry, MLPCN; S. cerevisiae RPL19A-GFP strain, 3 h; stronger effect = lower value; percent response vs DMSO, % at 10 µM; 330,000 tested, 0.3% active; AID 2025, 2009;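 active = percent response vs DMSO below 50%; inconclusive = fewer than 70 events counted for the yeast strain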;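 also: median channel GFP fluorescence of the barcoded RPL19A-GFP strain; ratio of sample median GFP to plate DMSO average so 100% = DMSO; lower means less RPL19A-GFP as with rapamycin TOR inhibition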
CR mimetic SO – reduction of superoxide in aged yeast, primary screen, HTS; 330,000 tested, 0.18% active; superoxide response (% of plate mean), % at 10 µM; S. cerevisiae aged cells, superoxide DHE fluorescence; stronger effect = lower value; AID 2690, 2010;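 active = superoxide response under a set limit, about three screen SD below normal, cut at about 65% in these data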;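 also: yeast aged for seven days with compound at 30 °C before DHE staining; 100% = average MFI of all compound-treated wells on the plate with controls excluded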
* marks the source's active call; other numbers are inactive results; u = inconclusive; x = not tested or not shown; [ ] = dose if it differs, or a comment.

SMILES | CIT2-GFP yeast | VLA-4 inh | MEP2-GFP yeast | GRK2 inh | LAP4-GFP MLPCN | AGP1-GFP MLPCN | RPL19A-GFP yeast | CR mimetic SO
Cc1nnc(SCC(=O)Nc2ccccc2)c2ccccc12 | 87 | -12 | 80 | 4 | 91 | 83 | 83 | 94
C/C(Cn1nc([N+](=O)[O-])cc1C)=N\NC(=O)c1cccc(Br)c1 | 97 | -3 | 93 | 0 | 93 | 97 | 97 | 135
CCn1c(SCC(=O)Nc2nc(C)c(C)s2)nnc1-c1ccco1 | 93 | 19 | 100 | 3 | 101 | 96 | 97 | 109
COCCNC(=O)C(OC(=O)CC1Sc2ccccc2NC1=O)c1ccccc1 (stereo unspecified) | 108 | 18 | 85 | 0 | 92 | 93 | 93 | 90
COc1ccc(NC(=O)C(c2cc3c(cc2[N+](=O)[O-])OCO3)N(C)C)cc1 (stereo unspecified) | 101 | 0 | 95 | 0 | 99 | 102 | 108 | 106
Cc1cc(NC(=O)CSc2nnc(NC(=O)C3CC(=O)N(c4ccccc4C)C3)s2)no1 (stereo unspecified) | 103 | 8 | 101 | 0 | 109 | 108 | 104 | 97
COc1ccc(NC(=O)CNC(c2ccccc2)c2ccccc2)cc1 | 99 | 5 | 103 | 0 | 89 | 100 | 103 | 110
COc1ccc(NC(=O)Cn2c(=O)n(CC3CCCO3)c(=O)c3ccccc32)c(OC)c1 (stereo unspecified) | 101 | 7 | 103 | 0 | 98 | 98 | 97 | 111
COc1ccc(C2CC(c3cccs3)=NN2C(=O)CSc2nncn2C)cc1OC (stereo unspecified) | 95 | 9 | 96 | 0 | 87 | 90 | 86 | 100
Fc1ccc2cc(-c3ccccc3F)ncc2c1 | 84 | 16 | 92 | 100* | 90 | 90 | 91 | 110
CC(C)c1ccc(OCC(=O)NN2C(=O)c3ccccc3C2=O)c(Br)c1 | 100 | 20 | 102 | 3 | 92 | 102 | 106 | 99
COc1ccc(CNCc2c(O)c(Cl)cc3c(C)c(C)c(=O)oc23)c(OC)c1 | u | 7 | 130[may fluoresce violet] | 0 | 92[may fluoresce violet] | 19[may fluoresce violet] | 91[may fluoresce violet] | 93
CC(=O)c1ccc(OCCCC(=O)NC2CCCCC2C)cc1 (stereo unspecified) | 100 | 9 | 105 | 3 | 96 | 98 | 102 | 114
CSc1ccccc1C(=O)NC1CCCc2ccccc21 (stereo unspecified) | 107 | 9 | 100 | 1 | 98 | 109 | 102 | 110
COc1ccc(N(CC(=O)N2CCC(C)CC2)S(=O)(=O)c2c(C)nn(C)c2C)cc1 | 95 | -28 | 107 | 0 | 118 | 101 | 109 | 91
C=CCc1cc(C=O)cc(OC)c1OCc1ccc(Cl)cc1 | 118 | 0 | 108 | 0 | 112 | 113 | 101 | 90
CCCn1c(N)c(N(CCOC)C(=O)Cc2ccc(S(=O)(=O)N3CCOCC3)s2)c(=O)[nH]c1=O | 93 | 3 | 100 | 4 | 103 | 104 | 97 | 107
C=CCCCCCCCCC(=O)Nc1ncccn1 | 77 | 5 | 99 | 4 | 108 | 92 | 98 | 100
Cc1cc(C)cc(N(CC(=O)N2CCn3c2nc2ccccc23)S(=O)(=O)c2c(C)noc2C)c1 | 102 | 5 | 103 | 1 | 96 | 105 | 104 | 104
COc1ccc(C(=O)C/C(=C\C(=O)c2ccc(C)cc2)c2ccccc2)cc1 | 90 | -8 | 108 | 4 | 108 | 98 | 98 | 97

Another view of some results above:
Below each SMILES – CIT2-GFP yeast | VLA-4 inh | MEP2-GFP yeast | GRK2 inh | LAP4-GFP MLPCN | AGP1-GFP MLPCN | RPL19A-GFP yeast | CR mimetic SO
CC(=O)c1ccc(OCCCC(=O)NC2CCCCC2C)cc1 (stereo unspecified)
→ 100 | 9 | 105 | 3 | 96 | 98 | 102 | 114
CSc1ccccc1C(=O)NC1CCCc2ccccc21 (stereo unspecified)
→ 107 | 9 | 100 | 1 | 98 | 109 | 102 | 110
COc1ccc(N(CC(=O)N2CCC(C)CC2)S(=O)(=O)c2c(C)nn(C)c2C)cc1
→ 95 | -28 | 107 | 0 | 118 | 101 | 109 | 91
C=CCc1cc(C=O)cc(OC)c1OCc1ccc(Cl)cc1
→ 118 | 0 | 108 | 0 | 112 | 113 | 101 | 90
CCCn1c(N)c(N(CCOC)C(=O)Cc2ccc(S(=O)(=O)N3CCOCC3)s2)c(=O)[nH]c1=O
→ 93 | 3 | 100 | 4 | 103 | 104 | 97 | 107
C=CCCCCCCCCC(=O)Nc1ncccn1
→ 77 | 5 | 99 | 4 | 108 | 92 | 98 | 100

Continued:
SMILES | CIT2-GFP yeast | VLA-4 inh | MEP2-GFP yeast | GRK2 inh | LAP4-GFP MLPCN | AGP1-GFP MLPCN | RPL19A-GFP yeast | CR mimetic SO
COc1ccccc1N1CCN(C(=O)c2oc3ccc(Br)cc3c2C)CC1 | 97 | 23 | 100 | 2 | 96 | 97 | 99 | 99
COC(=O)c1c(C(=O)OC)c(-c2ccc(Br)cc2)n2c1CS(=O)C2 (stereo unspecified) | 103 | -7 | 100 | 0 | 93 | 107 | 101 | 106
CC(C)(C)C(=O)NCCCc1ccccc1 | 107 | 12 | 105 | 0 | 98 | 103 | 99 | 91
Cc1ccc(-n2c(SCC(=O)N/N=C/c3ccc(C)s3)nnc2-c2ccccc2)cc1 | 98 | -27 | 103 | 2 | 95 | 100 | 96 | 88
CCC1=NN(C(=O)C(=O)NCCc2ccccc2)C(O)(C(F)(F)F)C1 (stereo unspecified) | 105 | 9 | 109 | 0 | 109 | 106 | 103 | 107
CCOC(=O)C1CCN(C(=O)/C(=C/c2ccccc2)NC(=O)c2ccccc2)CC1 | 122 | 1 | 111 | 2 | 104 | 110 | 109 | 96
O=[N+]([O-])c1cnc2nc(-c3ccncc3)nn2c1O | 110 | 6 | 118 | 7 | 110 | 109 | 114 | 96
O=C(CCCCCNC(=O)c1ccccc1Br)N=Nc1c(O)[nH]c2ccccc12 | 98 | -13 | 97 | 0 | 112 | 104 | 94 | 110
C/C=C/C=C/C(=O)Nc1cccc(C2=NOC3(C2)C[C@H](C(N)=O)N(C(=O)CC(c2ccccc2)c2ccccc2)C3)c1 (stereo partly specified) | 108 | 7 | 91 | 0 | 111 | 100 | 103 | 106
Cc1cc(C[n+]2ccccc2)c2nsnc2c1 | 93 | -5 | 98 | 2 | 92 | 101 | 95 | 94
O=[N+]([O-])c1ccc(Cl)c(/C=N/n2c(C3CCCCC3)n[nH]c2=S)c1 | 116 | 10 | 122 | 1 | 134 | 118 | 120 | 114
O=C(/C=C/c1ccc([N+](=O)[O-])cc1)Nc1cccnc1 | 104 | -12 | 99 | 2 | 105 | x | 100 | 94
O=C(O/N=C\c1ccc(N2CCCCC2)c([N+](=O)[O-])c1)c1ccc(Cl)cc1Cl | 94 | 4 | 98 | 1 | 96 | 98 | 97 | 118
COc1ccc(C(C(=O)NC2CCCCC2)N(Cc2cccs2)C(=O)Cc2c[nH]c3ccccc23)cc1 (stereo unspecified) | 109 | 0 | 98 | 0 | 78 | 93 | 101 | 97
CC(/C=N/NC(=O)CSc1nc(C)cc(C)n1)=C\c1ccccc1 | 107 | 17 | 109 | 0 | 100 | 107 | 106 | 112
COc1cc(C2c3c(c(C)c(C)oc3=O)Oc3c(C)c(C)oc(=O)c32)ccc1OS(=O)(=O)c1ccc(C)cc1 | 102 | -6 | 85 | 3 | 95 | 94 | 96 | 89
CC(C)Sc1ccccc1C(=O)Nc1ccc2c(c1)n(C)c(=O)n2C | 104 | 10 | 111 | 2 | 99 | 105 | 102 | 101
CCN(CC)S(=O)(=O)c1ccc2c(c1)nc(CCC(=O)OCC(=O)Nc1cc(Cl)cc(Cl)c1)n2C | 106 | 6 | 102 | 1 | 94 | 106 | 101 | 97
CC(Sc1nc2ccccc2s1)C(=O)Nc1nnc(C(C)C)s1 (stereo unspecified) | 91 | 12 | 100 | 0 | 119 | 99 | 97 | 119
Cc1cc2c(c(=O)o1)C(Cc1ccccc1)C(C#N)=C(N)O2 (stereo unspecified) | 104 | 14 | 105 | 2 | 103 | 99 | 98 | 100

Entries of single compounds as entered above:
CCN(CC)S(=O)(=O)c1ccc2c(c1)nc(CCC(=O)OCC(=O)Nc1cc(Cl)cc(Cl)c1)n2C is listed with CIT2-GFP yeast = 106; VLA-4 inh = 6; MEP2-GFP yeast = 102; GRK2 inh = 1; LAP4-GFP MLPCN = 94; AGP1-GFP MLPCN = 106; RPL19A-GFP yeast = 101; CR mimetic SO = 97
CC(C)Sc1ccccc1C(=O)Nc1ccc2c(c1)n(C)c(=O)n2C is listed with CIT2-GFP yeast = 104; VLA-4 inh = 10; MEP2-GFP yeast = 111; GRK2 inh = 2; LAP4-GFP MLPCN = 99; AGP1-GFP MLPCN = 105; RPL19A-GFP yeast = 102; CR mimetic SO = 101
Cc1cc(C[n+]2ccccc2)c2nsnc2c1 is listed with CIT2-GFP yeast = 93; VLA-4 inh = -5; MEP2-GFP yeast = 98; GRK2 inh = 2; LAP4-GFP MLPCN = 92; AGP1-GFP MLPCN = 101; RPL19A-GFP yeast = 95; CR mimetic SO = 94

(cont.)
SMILES | CIT2-GFP yeast | VLA-4 inh | MEP2-GFP yeast | GRK2 inh | LAP4-GFP MLPCN | AGP1-GFP MLPCN | RPL19A-GFP yeast | CR mimetic SO
Cc1ccc(CSC(Nc2ccc(F)cc2)=C(C#N)C#N)cc1 | 93 | 22 | 96 | 0 | 86 | 93 | 97 | 102
CSc1nc(-c2cccs2)c(C#N)c(=O)[nH]1 | 99 | 5 | 85 | 1 | 91 | 92 | 93 | 84
COc1ccc(C(=O)NCC(c2ccc(F)cc2)N2CCOCC2)cc1S(=O)(=O)N1CCCC1 (stereo unspecified) | 106 | -1 | 98 | 0 | 97 | 102 | 100 | 85
Cc1cc(NCCCn2ccnc2)n2ncc(-c3ccc(Cl)cc3)c2n1 | 86 | 20 | 101 | 0 | 102 | 98 | 96 | 109
Cc1nnc(SCC(=O)NC(=O)NCc2ccco2)n1Cc1ccccc1 | 98 | 16 | 101 | 8 | 103 | 96 | 102 | 103
Cc1ccc(N2NC(=O)/C(=C/c3ccc(-c4ccc(Cl)c(C(=O)O)c4)o3)C2=O)cc1 | 90 | 10 | 102 | 0 | 95 | 97 | 100 | 98
COc1ccc(C2=NO[C@@H]3[C@@H]4C[C@@H]([C@H]5C(=O)N(c6ccc7c(c6)OCO7)C(=O)[C@@H]45)[C@H]23)cc1OC | 102 | 4 | 112 | 8 | 110 | 111 | 110 | 103
COc1ccc(NC(=S)NC(=O)CC(C)C)c(OC)c1 | 101 | -10 | 100 | 0 | 105 | 101 | 98 | 95
COc1ccc(NC(=O)CC2C(=O)Nc3ccccc3N2CC(=O)N2CCCC2)cc1 (stereo unspecified) | 95 | -7 | 91 | 0 | 90 | 96 | 95 | 100
N#CCSc1nnc(-c2ccc3c(c2)OCO3)o1 | 82 | -4 | 94 | 0 | 88 | 87 | 97 | 113
Cc1c(NC(=S)NNC(=O)CCC(=O)O)c(=O)n(-c2ccccc2)n1C | 91 | -1 | 93 | 0 | 100 | 100 | 98 | 86
CCO[C@@H]1OC(C(=O)N2CCCCCCC2)=C[C@H](c2cn(C(C)=O)c3ccccc23)[C@H]1CCCO | 101 | -14 | 89 | 0 | 103 | 93 | 102 | 105

Screening data from PubChem BioAssay.

Random draw from the library. Share with any hit: about 1.7%.
